EBNA-1 inhibitor = blocks EBNA-1 binding to DNA | EBNA-1 DNA binding, fluorescence polarization | inhibition, % at 14.8 µM | 300,000 compounds, 0.34% hits | AID 1950; in the data active = inhibition above about 28%
TPT1 inhibitor = C. albicans TPT1 enzyme inhibition; 300,000 compounds, 0.81% hits; recombinant caTPT1, FP RNA substrate dephosphorylation; inhibition, % at 5 µM; AID 1962;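 active = inhibition above the mean of all tested compounds plus 3 SD, set per screening campaign, cut at about 24% in these data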;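 also: plate controls were DMSO alone for no effect and ferristatin control at 100 nM for full effect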
Fh CTSL1 inh = counter-screen for PFM18AAP inhibitors: inhibitors of F. hepatica cathepsin L1. recombinant F. hepatica cathepsin L1, Z-Leu-Arg-MCA fluorescence. 300,000 compounds, 0.49% hits. AID 1906. inhibition, % at 5.96 µM;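 active = inhibition above the mean of all tested compounds plus 3 SD, set per screening campaign, cut at about 17% in these data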;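 also: 0% = plate median of test compound wells and 100% = 1 µM Z-Phe-Ala-diazomethylketone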
PP1 counter = counter-screen for PP5 inhibitors: inhibitors of human PP1-alpha | 320,000 compounds, 0.9% hits | inhibition, % at 6.7 µM | P62136 | purified PP1alpha, OMFP fluorescence;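 active = inhibition above the mean inhibition of all tested compounds plus 3 SD, computed separately for each screening campaign, cut at about 15% in these data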
Target sequence (P62136 whole entry, looked up): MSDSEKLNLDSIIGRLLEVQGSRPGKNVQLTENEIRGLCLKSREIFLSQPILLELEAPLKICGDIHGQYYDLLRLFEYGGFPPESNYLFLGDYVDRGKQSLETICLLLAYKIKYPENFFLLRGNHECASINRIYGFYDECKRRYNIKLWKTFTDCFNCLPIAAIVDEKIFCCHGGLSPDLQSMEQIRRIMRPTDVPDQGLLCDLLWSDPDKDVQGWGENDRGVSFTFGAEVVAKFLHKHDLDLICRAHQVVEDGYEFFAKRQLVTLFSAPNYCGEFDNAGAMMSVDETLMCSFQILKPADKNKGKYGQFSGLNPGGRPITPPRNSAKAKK
Efflux pump inh = blocks antifungal efflux pumps in multiplex yeast assay. S. cerevisiae Candida pump triplex, Nile Red efflux. inhibition, % at 10 µM. 330,000 compounds, 0.44% hits. AID 485275;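 active = plate passing quality check with inhibition over a set limit, or well fluorescence over plate mean plus 4 SD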;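 also: Nile Red retained in pooled yeast measured as flow cytometry median fluorescence; 0% = buffer negative control and 100% = Enniatin B positive control; higher means more Nile Red kept so more efflux inhibition; some compounds called inactive have numbers as strong as hits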
HCV core dimer = blocks dimerization of HCV core protein | TR-FRET GST/Flag-core106 dimerization, 1536-well | inhibition, % at 5 µM | 300,000 compounds, 0.33% hits;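 active = inhibition above the mean of all tested compounds plus 3 SD, set per screening campaign, cut at about 45% in these data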
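test system = GST/Flag-tagged HCV core106 proteins | probe or stimulus = Eu donor and XL665 acceptor anti-tag antibodies | times = compound-protein-antibody incubation 4 h at 22.5 °C | signal = TR-FRET, excitation 340 nm, emission 617 and 671 nm | measure = percent inhibition of core106 dimerization signal | controls = wells lacking GST-core106 and wells with excess unlabelled core106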
PREPL inhibitor = human PREPL enzyme inhibition; 320,000 compounds, 0.68% hits; Q4J6C6; AID 2751; recombinant PREPL, fluorescence polarization activity-based probe; inhibition, % at 5.96 µM; in the data active = inhibition above about 43%;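 also: 0% = enzyme with DMSO and 100% = wells lacking enzyme; many of its hits are not listed in these tables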
Target sequence (Q4J6C6 whole entry, looked up): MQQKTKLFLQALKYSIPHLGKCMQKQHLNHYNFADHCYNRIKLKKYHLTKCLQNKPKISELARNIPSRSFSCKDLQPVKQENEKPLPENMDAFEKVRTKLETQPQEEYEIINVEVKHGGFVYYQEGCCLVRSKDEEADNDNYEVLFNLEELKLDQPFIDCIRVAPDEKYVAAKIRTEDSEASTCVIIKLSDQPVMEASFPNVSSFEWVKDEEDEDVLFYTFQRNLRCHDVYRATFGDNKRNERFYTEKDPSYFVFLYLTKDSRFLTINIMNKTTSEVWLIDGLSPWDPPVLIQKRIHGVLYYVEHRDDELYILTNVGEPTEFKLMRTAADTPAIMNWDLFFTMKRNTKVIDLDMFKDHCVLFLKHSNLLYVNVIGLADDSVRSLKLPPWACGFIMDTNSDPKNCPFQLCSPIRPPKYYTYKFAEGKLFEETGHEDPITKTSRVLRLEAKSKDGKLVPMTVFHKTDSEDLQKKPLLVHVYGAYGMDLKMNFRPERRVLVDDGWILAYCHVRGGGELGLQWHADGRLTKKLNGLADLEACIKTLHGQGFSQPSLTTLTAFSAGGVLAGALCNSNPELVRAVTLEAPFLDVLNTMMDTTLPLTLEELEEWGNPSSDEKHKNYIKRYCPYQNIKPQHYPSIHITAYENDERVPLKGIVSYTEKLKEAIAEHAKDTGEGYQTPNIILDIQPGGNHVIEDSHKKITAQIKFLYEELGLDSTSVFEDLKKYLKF
PP5 primary = inhibitors of human protein phosphatase 5 (PP5); P53041; purified PP5c, OMFP substrate fluorescence; inhibition, % at 6.7 µM; 320,000 compounds, 0.18% hits;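 active = inhibition above the campaign's mean inhibition across all tested compounds plus 3 SD, cut at about 9.5% in these data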;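 also: 0% = DMSO only and 100% = 100 µM cantharidin control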
ZTA DNA inh = blocks Epstein-Barr virus ZTA, an EBNA-1 counter-screen; ZTA-DNA binding, fluorescence polarization; inhibition, % at 11 µM; 320,000 compounds, 0.15% hits; P03206; AID 2234; in the data active = inhibition above about 33%
The depositor's hits bear a star; . = not tested or not shown. The list is partial. The share of hits here may be higher or lower than overall.

Results follow in this order: EBNA-1 inhibitor, TPT1 inhibitor, Fh CTSL1 inh, PP1 counter, Efflux pump inh, HCV core dimer, PREPL inhibitor, PP5 primary, ZTA DNA inh
> CC(C)(C)OC(=O)N1CCC(c2c(C(=O)NC3CC3)cnn2-c2ccc(Cl)cc2)CC1
 : -1.5, 1.7, 2.1, 0.5, 0.1, 22.1, -14.2, 2.1, -5.8
> CCCCCNC(=O)c1ccc2c(=O)n(CCCN3CCCC3=O)c(=S)[nH]c2c1
 : -2.6, -2.0, 1.9, 2.3, -0.2, 0.0, 1.5, 3.5, -13.7
> COc1cccc(C(=O)Oc2ccc(N3C(=O)CCC3=O)c(C)c2)c1
 : -2.0, -3.3, 3.1, -4.4, 0.0, -2.0, 21.6, -3.2, -10.6
> c1ccc(Cn2nnnc2C(c2cccnc2)N2CCN(C3CCCCC3)CC2)cc1 (centres undefined)
 : -5.2, -0.2, 1.3, -2.4, 0.1, 2.4, 10.8, 0.9, 2.5
> Nc1c(C(=O)N/N=C/c2cccnc2)oc2nc(-c3ccco3)cc(-c3ccco3)c12
 : 5.0, 44.4*, 0.2, 4.3, 0.3, 15.8, 28.6, -0.3, 5.0
> COc1ccc(OC)c(-c2csc(-c3cccs3)n2)c1
 : -5.7, 1.5, -10.7, 2.9, 0.0, -28.5, 18.8, 3.8, 5.8
> CCOCCCNC(=S)Nc1cc(C)cc(C)c1
 : -2.4, 2.2, 2.8, -1.7, 0.3, -2.3, 12.7, 0.1, 1.6
> CCNc1ccc(C(=O)O)cc1N
 : 9.2, -6.1, -1.3, -2.5, -0.1, -7.8, 6.2, 0.1, 1.6
> COc1ccc(C(=O)/C=C(/C)N(C)C)cc1
 : 2.5, -5.2, 2.6, 0.2, -0.4, 2.0, 8.0, 0.1, -4.0
> NC(=O)C1CCN(c2nc(-c3ccc4ccccc4c3)cs2)CC1
 : ., ., ., -1.8, 0.1, ., 12.8, 0.0, -6.8
> O=C(O)c1ccccc1S(=O)(=O)NCC(O)COC1CCCCC1 (centres undefined)
 : -3.0, -1.2, -2.5, -2.4, 0.0, 7.0, -8.2, 3.4, -8.7
> C=C(C)CNC(=S)N/N=C/c1ccccc1OCC(=O)O
 : -3.2, -1.2, -1.4, -0.8, -0.5, -1.2, -3.7, 0.9, -23.1
> C/C(=N\NC(=O)COc1cc(C)cc(C)c1)c1ccc(N2CCOCC2)cc1
 : 8.1, -1.4, 2.8, 1.9, -0.2, -4.0, 8.9, 0.0, 1.2
> COc1ccc(CN2CCC(C(=O)c3ccc(F)cc3)CC2)cc1
 : 10.5, 3.7, 1.5, -2.7, -0.1, 7.0, 5.0, -0.8, 4.6
> O=C(c1cc([N+](=O)[O-])ccc1N1CCOCC1)N1CCN(c2ccccc2)CC1
 : -1.5, -2.7, -0.6, -5.1, 0.0, 4.2, 17.4, 0.6, 15.0

TPT1 inhibitor, entries above that show a hit.
mol | EBNA-1 inhibitor | TPT1 inhibitor | Efflux pump inh | HCV core dimer | PREPL inhibitor | PP5 primary
Nc1c(C(=O)N/N=C/c2cccnc2)oc2nc(-c3ccco3)cc(-c3ccco3)c12 | 5.0 | 44.4* | 0.3 | 15.8 | 28.6 | -0.3

A few values from above.
O=C(c1cc([N+](=O)[O-])ccc1N1CCOCC1)N1CCN(c2ccccc2)CC1 in PP1 counter → -5.1
COc1ccc(CN2CCC(C(=O)c3ccc(F)cc3)CC2)cc1 in Efflux pump inh → -0.1
c1ccc(Cn2nnnc2C(c2cccnc2)N2CCN(C3CCCCC3)CC2)cc1 (centres undefined) in Efflux pump inh → 0.1

Other compounds follow:
Results follow in this order: EBNA-1 inhibitor, TPT1 inhibitor, Fh CTSL1 inh, PP1 counter, Efflux pump inh, HCV core dimer, PREPL inhibitor, PP5 primary, ZTA DNA inh
> O=[N+]([O-])c1ccccc1-c1ccc(CN2CCN(c3ccccc3)CC2)o1
 : 4.9, -3.6, 2.9, 0.4, -0.1, 14.3, 27.9, 2.0, 7.0
> Oc1ccc(N=Nc2ccc(Br)cc2)c(O)c1
 : -0.1, -1.1, 9.2, -0.2, -0.1, -18.1, 16.7, 0.6, 0.5
> Cc1ccc(N(CC(N)=O)C2SC(=O)NC2=O)cc1 (centres undefined)
 : 17.3, -1.3, 2.9, -2.3, 0.0, -3.3, 4.7, 1.7, 5.7
> Cc1cc(C)cc(OCC(=O)Nc2nc3ccc([N+](=O)[O-])cc3s2)c1
 : 8.5, 2.5, 4.7, -8.2, 0.1, 4.1, 3.0, 1.2, 9.4
> COc1cc(C(=O)Nn2c(O)c(C3=c4ccccc4=NC3=O)sc2=S)ccc1O
 : 5.2, -2.0, 3.8, -4.7, 0.0, 0.3, -11.8, -1.9, 5.9
> COc1ccccc1Nc1nc2c(C)cccc2cc1C#N
 : -5.2, -2.3, -1.6, -2.1, 0.1, 26.0, 1.7, 0.9, -1.3
> O=C(NCCCO)c1ccc(CSc2nc3ccccc3c(=O)[nH]2)cc1
 : 0.4, -2.6, 4.5, 3.4, 0.1, -0.6, 13.0, 1.1, 3.5
> Cc1ccc(NS(=O)(=O)c2ccc(NC(=O)c3ccccc3C(=O)O)cc2)cc1C
 : -7.0, -0.1, -2.2, -1.0, 0.1, -1.3, -12.1, 0.9, -3.1
> CC(=O)c1cccc(NC(=O)CSc2nnc(C(C)N(C)C)n2Cc2ccccc2)c1 (centres undefined)
 : 8.6, -0.2, 1.4, -0.9, 0.0, 6.7, -8.1, -1.6, 8.2
> COc1ccc(/C=C/c2ccncc2)cc1
 : -0.4, -0.7, -0.4, 1.4, -0.1, -2.2, 11.3, 0.3, 0.4
> CCN1C(C)=C(C)S/C1=C1\SC(=S)N(C2CCCCC2)C1=O
 : -5.9, 2.6, -1.0, 2.0, 0.1, -6.1, 5.2, 3.5, -11.1
> OC[C@H]1O[C@H](OC[C@H]2O[C@H](OC[C@H]3O[C@H](O[C@]4(CO)O[C@H](CO)[C@@H](O)[C@@H]4O)[C@H](O)[C@@H](O)[C@@H]3O)[C@H](O)[C@@H](O)[C@H]2O)[C@H](O)[C@@H](O)[C@H]1O
 : 3.0, -0.1, 2.4, -1.0, 0.0, 0.9, 0.3, 2.1, -1.5
> CC(=O)N1C(=O)NC2=C(C(=O)CCC2)C1c1cccc([N+](=O)[O-])c1 (centres undefined)
 : -14.0, -1.4, -0.4, -3.7, 0.1, 0.2, -8.4, 1.3, -3.7
> COc1ccc(C2C(Oc3ccccc3C)C(=O)N2Cc2ccc(F)cc2)cc1OC (centres undefined)
 : -1.7, 0.3, 3.7, -1.8, 0.1, -0.5, 17.4, 2.0, 11.4
> Cc1cc(C)n(C(=O)C2CCCN2S(=O)(=O)c2ccc(Cl)cc2)n1 (centres undefined)
 : -20.2, -4.3, 1.4, 5.0, -0.1, 6.6, -7.8, 3.4, 3.9
> Cc1nc(Cl)cc(CS(=O)(=O)c2ccc(Cl)cc2)n1
 : -4.4, -5.9, -2.5, -4.2, -0.1, 1.8, -5.1, 2.5, 12.0
> Cc1ccc(CN2C(=O)CCSc3ccc(Cl)cc32)cc1
 : 2.2, 2.5, 3.2, -1.6, 0.1, 5.8, -13.1, 3.0, -3.8
> CC(NC(=O)COC(=O)CCc1ccc(S(=O)(=O)N2CCOCC2)cc1)C1CC2CCC1C2 (centres undefined)
 : 0.9, -0.4, -2.6, -2.4, 0.1, -3.1, 3.0, 0.6, 4.0
> CN(Cc1c(F)cccc1Cl)C(=O)c1cccc(S(=O)(=O)NCc2ccccc2)c1
 : 1.8, 1.3, -0.3, -0.3, 0.0, 4.5, 5.0, -1.0, 0.0
> CCOC(=O)C1CCCN(c2c(N3CCOCC3)c(=O)c2=O)C1 (centres undefined)
 : 11.2, -3.2, 1.3, 1.5, 0.0, 2.4, -2.3, -0.7, -1.7
> Cc1cc(C(F)(F)F)nc(SCC(=O)Nc2ccccc2)n1
 : 10.3, 1.2, -0.4, -1.6, -0.3, -0.7, 0.4, 0.9, -0.1
> CCN(CC(=O)Nc1c(F)cccc1F)C(=O)Cc1ccccc1
 : 7.0, 0.4, -1.5, -2.3, 0.3, -7.8, 1.1, -2.0, -0.4
> O=C(CCc1ccccc1)NNC(=O)C1CCCCC1
 : 3.1, 0.0, -1.8, 0.9, 0.0, -3.2, 7.7, 1.1, -0.5
> CC1(C)OC1COc1c2ccoc2cc2oc(=O)ccc12 (centres undefined)
 : -8.8, -3.0, 4.2, -7.6, -0.1, 0.2, -0.9, -0.6, -4.0
> CCN1C(=NCCOC)N[C@@H](CCc2ccccc2)[C@H](C(=O)OC)[C@H]1C
 : 3.5, -0.8, 0.9, 0.3, 0.1, -1.6, 0.2, 0.3, 7.6
> COc1ccc(S(=O)(=O)N2CCCCC2)cc1NC(=O)Cc1c[nH]c2ccccc12
 : -2.1, 0.1, -1.0, -1.2, -0.1, 8.5, 17.0, -0.4, -1.0
> CCOC(=O)C(O)(CC(=O)Nc1ccc(Cl)cc1Cl)C(F)(F)F (centres undefined)
 : 0.1, -3.8, -0.5, -0.3, 0.0, 4.8, -0.6, -2.5, -0.4
> O=C(Nc1ccccc1)c1ccc2ccccc2n1
 : -5.2, 1.6, 4.5, -2.8, 0.2, 0.9, -4.3, 1.1, -0.9
> CC1COc2ccccc2N1S(=O)(=O)c1cc(Cl)ccc1Cl (centres undefined)
 : 8.9, -2.9, -1.4, -1.8, -0.3, 3.1, -4.1, 0.3, 6.2
> CC(C)C(c1nnnn1Cc1ccccc1)N1CCN(Cc2ccco2)CC1 (centres undefined)
 : -1.9, 4.3, 0.7, 1.7, 0.4, -50.6, -23.3, 2.9, -7.1
> COC(=O)c1ccc(/C=C(\C#N)c2nc3ccccc3s2)cc1
 : -5.9, 36.4*, 4.0, 1.4, 0.0, -3.3, 6.6, 0.6, 10.7
> O=S(=O)(c1ccc(NC(=S)N2CCN(c3ccccc3F)CC2)cc1)N1CCOCC1
 : -6.6, 1.1, 4.0, -0.1, 0.0, -3.0, 4.0, 1.9, 7.3
> Cc1nn(CC(C)C)c(Cl)c1C(=O)N(C)CC(=O)Nc1c(Cl)cccc1Cl
 : 7.9, 4.5, -2.0, -5.3, 1.1, -1.2, 16.4, -2.0, 6.2
> CCCCN(C(=O)C1CC(=O)N(Cc2ccc(C)cc2)C1)c1c(N)n(CCCC)c(=O)[nH]c1=O (centres undefined)
 : 0.3, 0.2, -7.2, 8.1, 0.0, 0.2, 0.1, 0.5, -0.2
> Cc1nn(-c2ccccc2)c(N2CCCC2)c1/C=N/Nc1ccc(S(N)(=O)=O)cc1[N+](=O)[O-]
 : -13.5, 5.5, 0.5, 0.6, -0.2, -3.7, 26.9, 5.4, 8.5
> COCCOC(=O)c1c(NC(=O)CN2CCc3ccccc32)sc(C(N)=O)c1C
 : -7.6, 1.7, -3.5, 2.6, 0.0, 16.8, 21.0, 1.4, 5.3
> Cc1ccccc1C(=O)Nc1ccccn1
 : 1.4, -0.7, -3.3, 1.4, 0.0, 2.8, 1.9, 0.6, 0.0

From PubChem BioAssay
